Screening data deposited in PubChem BioAssay by Vanderbilt High Throughput Screening Facility.
Cav32 inh: Cav3.2 calcium influx blockers – cell-based, Fluo-4 calcium fluorescence, FDSS, MLSMR library, primary screen; Voltage-dependent T-type calcium channel subunit alpha-1H (Homo sapiens), O95180; Cav3.2-expressing cells; hits give low values; B-score at 10 µM; hit rate 4% among 100,000; AID 449739, 2010;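 active = single-dose well whose peak fluorescence ratio is a statistical outlier from its plate by either plate-standardised score or position-corrected B-score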
The depositor's hits bear a star.

SMILES,Cav32 inh
O=C1NCCc2c1[nH]c1c(Cl)ccc(Cl)c21,1.03
C=CCn1c(COc2ccc3c(c2)CCCC3)nnc1SCC(=O)Nc1cccc(SC)c1,-4.37*
CCOC(=O)N1CCC(NC(=O)CCc2c(C)nc3c(c(C)nn3C(C)(C)C)c2C)CC1,0.00872
CC(C)(C)NS(=O)(=O)c1ccc(CCC(=O)Nc2ccc3c(c2)OCO3)cc1,0.318
O=c1sc(Nc2ccccc2)nc2ccsc12,-1.68
O=C(NCc1ccncc1)Nc1ccccc1Cl,0.822
COC(=O)C1CCN(C(=O)COC(=O)Cc2c[nH]c3ccccc23)CC1,0.106
CC(C(=O)c1ccc(-c2ccccc2)cc1)[n+]1ccccc1 (stereo not given),0.848
Fc1cccc(Cl)c1CSc1nnc(CN2CCOCC2)n1-c1ccccc1,-1.19
CCCCCCCCS(=O)C1CCS(=O)(=O)C1 (stereo not given),0.264
COC(=O)c1cn(NC(=O)C2CCC(C(C)(C)C)CC2)c(=O)c2ccccc12 (stereo not given),-0.0888
C=CCn1c(SCc2csc(C)n2)nc2sc3c(c2c1=O)CCC(C)C3 (stereo not given),-0.791
CCOc1cc(S(=O)(=O)N2CC=C(c3ccc(F)cc3)CC2)c(OCC)cc1-n1cnnn1,-3.6
CC(C)OC(=O)CN1C(=O)C(=O)c2ccccc21,-0.00424
COc1cccc(OCCNc2cc(Cl)ccc2[N+](=O)[O-])c1,-0.529
O=C(Cn1cncn1)NCc1cccc2ccccc12,0.908
CC1=C(C(=O)N2CCOCC2)C(c2ccccc2F)C2=C(CCCC2=O)N1 (stereo not given),0.836
O=C(c1cccc(S(=O)(=O)N2CCCC2)c1)N1CCN(c2ccccc2F)CC1,0.0233
C/C(N)=C(/C#N)C(=O)CSc1nnnn1-c1ccc(C)cc1,0.643
Cc1ccc(-c2csc(Cc3nc(-c4cc5ccccc5oc4=O)cs3)n2)cc1,-0.315
O=C(CSc1nc2ccccc2s1)NNC(=S)Nc1ccc(Br)cc1,0.256
COc1ccccc1NS(=O)(=O)c1cc(C(=O)NCCN2CCOCC2)ccc1Cl,0.876
Brc1ccc2c(c1)OCCOCCOc1cc(Br)ccc1OCCOCCOCCO2,-3.51
C=CCSc1nc(N(CC)CC)c2sccc2n1,-1.99
c1ccc(Nc2nc(N3CCOCC3)c3ccccc3n2)cc1,0.665
CC(C)OP(=O)(OC(C)C)C1(O)C(=O)Nc2ccc(Br)cc21 (stereo not given),-0.329
CCOC(=O)c1c(C)[nH]c(C(=O)CSc2nnc(-c3cccs3)n2Cc2ccccc2)c1C,-1.58
O=C(Cn1c(=O)c2c(ncn2C2CCCC2)n(Cc2ccccc2)c1=O)N1CCc2ccccc21,-4.45*
COc1ccc2[nH]c(=O)c(CN(C(=O)c3cccnc3)c3ccc(C)cc3)cc2c1,0.256
COC(=O)CN(c1cccc(F)c1)S(C)(=O)=O,-0.137
CC(C)C(=O)NC(=S)Nc1ccccc1F,-0.107
CN1C(=O)C(CC(=O)N2CCN(C(c3ccccc3)c3ccccc3)CC2)N(C)C1=O (stereo not given),0.164
Cc1cc(S(=O)(=O)NC2CCCC2)ccc1F,1.17
CCOC(=O)c1c(C)c(-c2ccccc2)n(CC(=O)N2CCN(C)CC2)c1C,0.429
Cc1cc(S(=O)(=O)N(Cc2ccccn2)Cc2ccco2)ccc1-n1cnnn1,-0.351
COCC(=O)N(Cc1cc2cc(OC)ccc2[nH]c1=O)c1ccc(C)cc1,0.507
COC(=O)c1ccc(NC(=O)C2CC(=O)N(c3ccc(C)cc3)C2)cc1 (stereo not given),0.903
CCCCOCC(O)Cn1c(C)nc2ccccc21 (stereo not given),-0.818
COCCn1c(C(C)C)nc2sc3ccccc3c(=O)c2c1=O,-0.0546
COc1ccc(C2CC(c3ccc(C)cc3)Nc3ncnn32)cc1 (stereo not given),0.123
CCSc1nnc(-c2ccc(Cl)cc2)c2ccccc12,1.28
CCOc1ccc(-n2c(C)nc3cc(C(=O)NCc4ccco4)ccc32)cc1,0.798
COc1ccccc1-n1cnc2cc(NCc3ccccn3)ccc21,0.0411
C/C(=C\C(=O)c1cccnc1)Nc1ccc(C)c(C)c1,-0.0908
N#CCSc1nc2c(cc1C#N)CCCCCC2,-2.16
CCOc1cc(-n2cnnn2)c(OCC)cc1NC(=O)c1cnccn1,0.0093
COCCn1c(SCC(=O)Nc2sc(C)c(C)c2C#N)nnc1C(C)C,-0.153
O=c1c2cccc3c2c(nn1CN1CCOCC1)-c1ccccc1-3,1.33
CCC[C@@H]1CCCO[C@@](C(=O)NCc2ccc(S(C)(=O)=O)cc2)(C(F)(F)F)C1,-1.5
COc1ccc(S(=O)(=O)CCC(=O)N2c3ccccc3CC2C)cc1 (stereo not given),0.306

Carrying on.
SMILES,Cav32 inh
COc1ccc(OC)c(S(=O)(=O)N2CCC(C(=O)N3CCN(Cc4ccccc4)CC3)CC2)c1,0.277
COC(=O)c1ccc(S(=O)(=O)c2ccccc2)c(N)c1,-0.0533
Cc1cc(N2CCN(S(=O)(=O)c3ccc4c(c3)OCCO4)CC2)n2ncnc2n1,0.742
Cc1cccc(-n2c(SCC(N)=O)nnc2-c2ccccn2)c1C,-0.241
CC(=O)n1cc([C@H]2C=C(C(=O)N3CCN(Cc4ccc5c(c4)OCO5)CC3)O[C@@H](OCc3ccc(CO)cc3)C2)c2ccccc21,-0.368
CCOC(=O)c1c2n(c3ccc(O)cc13)CCCCC2,-0.291
COc1ccc(CNc2nc(SC)n[nH]2)cc1OC,0.0726
Cc1ccc(S(=O)(=O)NCC(=O)N(CC(=O)NCc2ccco2)Cc2ccc3c(c2)OCO3)cc1,-5.15*
Cc1ccc(-c2csc(NC(=O)CSc3nc(C)cc(=O)[nH]3)n2)cc1,0.473
CC(C)CCn1cnc2c(cnn2-c2ccc(Cl)cc2)c1=O,-0.00829
COc1ccc(-n2c(N)c(Br)c(=O)[nH]c2=O)cc1,-0.153
Cn1c(CCNC(=O)c2ccc(Cl)cc2)n[nH]c1=S,-0.502
CCOc1ccc(-n2c(=S)sc3c(=O)[nH]c(SCC(=O)N4CCC(C)CC4)nc32)cc1,-3
CCOc1cc(S(=O)(=O)Nc2ccc(Cl)cn2)ccc1Cl,-2.21
N#Cc1c(-c2ccccc2)ccnc1Oc1ccccc1,0.811
CCOC(=O)C1CCCN(C(=O)N2CCOCC2)C1 (stereo not given),0.366
N=C1C(c2ccccc2)=C(O)C2CCc3ccccc3N12 (stereo not given),-0.4
O=C(CN1CCN(c2ncccn2)CC1)N(Cc1ccccc1)c1ccc(F)cc1,-1.58
COc1cccc(C(=O)N2CCCc3ccccc32)c1,0.0852
COCCn1c(=S)[nH]c2cc(C(=O)N3CCC(C(N)=O)(N4CCCCC4)CC3)ccc2c1=O,0.624
CCOC(=O)C1C(=O)NC(N2CCN(CC)CC2)=NC1c1ccccc1 (stereo not given),0.586
CCOc1cc(C(=O)Nc2ccc3c(c2)OCO3)ccc1OC(F)F,-2.1
O=C(COC(=O)C(O)c1ccccc1)c1ccc2c(c1)OCCO2 (stereo not given),-0.0272
CC(=O)N1C(=O)C2(C(C#N)=C(N)Oc3c2c(C)nn3-c2ccccc2)c2ccccc21 (stereo not given),-2.27
CCc1nnc(NC(=O)c2cccc(S(=O)(=O)N3CCN(c4ccccc4)CC3)c2)s1,-0.219
CC(C)C1CCC(C(=O)N[C@H](Cc2ccccc2)C(=O)O)CC1 (stereo not given in full),-0.665
O=C(Nc1ccccc1N1CCCC1)c1ccco1,-1.29
O=C(Nc1nccs1)c1ccc(S(=O)(=O)NCC2CCCCC2)cc1,-1.37
COc1ccccc1-c1c(C)nn2c(C)c(C(C)=O)cnc12,0.365
Cc1ccc(-c2cn(S(=O)(=O)c3ccc(C)cc3)nc2N)cc1,1.13
O=C(CSCC(=O)Nc1nc(-c2ccc3c(c2)OCO3)cs1)Nc1nccs1,-2.64
CCCCc1ccc(NC(=O)CC(C)=O)cc1,-0.0437
CC(C)(C)Nc1nc(NN)nc(NC(C)(C)C)n1,-0.756
CCn1ncc(C2=NOC(C(=O)Nc3ccccc3C(=O)OC)C2)c1C (stereo not given),0.832
O=c1c2ccccc2nc(SCc2cc(F)ccc2F)n1C1CCCC1,-2.65
CCOc1ccc(-c2nnn(CC(=O)NCc3cccs3)n2)cc1,0.164
COc1ccc(N/N=C(/N=Nc2nc(C)cc(=O)[nH]2)c2ccccc2)cc1,0.00371
CCOC(=O)CSC1=C(C#N)C(c2ccco2)C(C(=O)OCc2ccccc2)=C(C)N1 (stereo not given),-3.01
CCCCCCNC(=O)CC(NS(=O)(=O)c1ccc(NC(C)=O)cc1)C(C)C (stereo not given),0.0747
CCN(CC)S(=O)(=O)c1ccc(NC(=O)c2ccc(N(C)S(C)(=O)=O)cc2)cc1,-0.536

Cav32 inh, what is marked active above
SMILES,Cav32 inh
C=CCn1c(COc2ccc3c(c2)CCCC3)nnc1SCC(=O)Nc1cccc(SC)c1,-4.37*
O=C(Cn1c(=O)c2c(ncn2C2CCCC2)n(Cc2ccccc2)c1=O)N1CCc2ccccc21,-4.45*
Cc1ccc(S(=O)(=O)NCC(=O)N(CC(=O)NCc2ccco2)Cc2ccc3c(c2)OCO3)cc1,-5.15*

Additional entries:
SMILES,Cav32 inh
CCCCC(NS(=O)(=O)c1ccc(OC)cc1)C(=O)O (stereo not given),0.00678
CC(=O)Nc1nonc1-c1ccccc1,-0.00889
Cc1ccc(C(=O)CC2(O)C(=O)N(Cc3ccccc3)c3ccccc32)o1 (stereo not given),-1.39
CC(C)OC(=O)CSc1nc2c(c(C3CC=CCC3)c1C#N)CCC2 (stereo not given),-2.25
CCOC(=O)N1CCN(c2cc3nccnc3cc2F)CC1,0.0696
CCC(=O)Nc1ccc(C(=O)n2nc(C)cc2C)cc1,0.521
COc1cccc(/C=N/NC(=O)C(=O)N2CCCC2)c1,1.2
O=S(=O)(c1ccc(OCc2nc3ccccc3s2)c(Cl)c1)N1CCOCC1,-1.75
N/C(CCN1CCCCC1)=N/O,-0.143
Cn1c(Nn2cnnc2)nc2ccccc21,-1.87
COc1ccc(C(=O)Nc2ccc(Cl)cc2C(=O)NCc2ccco2)cc1OC,-1.45
COc1ccc(C(=O)NCc2cccnc2)cc1,0.275
CCOC(=O)C[C@H]1c2ccccc2S(=O)(=O)N1Cc1ccc(Cl)cc1,-1.04
COCCCNC(=O)CCCOc1ccccc1,0.638
CCOC(=O)c1c(-c2ccc(C)o2)csc1NC(=O)CSc1nnc(C)s1,-6.21*
COc1ccc(/C=C2\C(=O)NCC(=O)N2Cc2ccccc2)cc1,-1.41
O=C(N1CCOCC1)N(Cc1cccs1)C1CCCC1,0.0109
COc1ccc(N2C(=O)CC(N3CCN(c4ccc(S(C)(=O)=O)cc4)CC3)C2=O)cc1 (stereo not given),0.739
O=C(NCc1ccco1)c1cc2nc(-c3cccs3)cc(C(F)(F)F)n2n1,-0.0515
CCOC(=O)c1csc(NC(=O)c2ccc(OC)c(OC)c2)n1,0.543

Gathered by group: those above with a COOH group (two)
SMILES,Cav32 inh
CC(C)C1CCC(C(=O)N[C@H](Cc2ccccc2)C(=O)O)CC1 (stereo not given in full),-0.665
CCCCC(NS(=O)(=O)c1ccc(OC)cc1)C(=O)O (stereo not given),0.00678

Next structures
SMILES,Cav32 inh
CC(C)CCOc1ccc(C(=O)C[N+]2(C)CCOCC2)cc1,-0.472
CC(=O)Nc1ccc(NC(=O)CN(c2ccc(F)cc2)S(=O)(=O)c2ccc3c(c2)OCCO3)cc1,2.51
CC(C)(C)OC(=O)[C@H](Cc1ccccc1)NC(=O)c1nc[nH]c1C(=O)NCc1ccccc1,-1.1
CC(O)[C@H]1CNC(=S)N1CCc1cccc(F)c1 (stereo not given in full),-0.991
O=C(COc1ccc(Cl)cc1Cl)N(Cc1ccco1)C1CCS(=O)(=O)C1 (stereo not given),-0.667
COc1ccc(CNS(=O)(=O)c2ccc(C3CNC(=O)C3)cc2)cc1 (stereo not given),0.439
NC(=O)CSc1nnnn1-c1ccc(OC(F)(F)F)cc1,0.0156
COc1nc(N)nc(N2CCOCC2)n1,1.03
Cc1ccc(/C=N\NC(=O)c2cc(OCC(F)(F)F)ccc2OCC(F)(F)F)cc1,-0.453
COc1cc(C)c(S(=O)(=O)N2CCCC2)cc1C,0.00461
O=C(O)CCc1ccc(-c2ccc(F)cc2)n1CC(=O)O,-0.119
CCCOc1ccc(-c2cnc(N)s2)cc1,0.645
COC(=O)c1cc(CC(=O)c2ccc(O)cc2O)c(C)o1,0.72
CCOC(=O)c1cnc(SC)nc1Oc1cccc(NS(=O)(=O)c2ccccc2)c1,-2.55
Cc1cc(C)c(S(=O)(=O)N(CC(=O)NCc2cccnc2)C2CCCCC2)c(C)c1,-1.73
CCn1cc(C(=O)N2CCN(c3cccc(Cl)c3)CC2)c2cc(OC)c(OC)cc2c1=O,0.0817
COc1ccc(C2/C=C\CN(C(=O)C3CCCC3)CC(=O)N2Cc2ccc(F)cc2)cc1 (stereo not given),-0.01
CCCCn1c(SCC(=O)Nc2sc3c(c2C(N)=O)CCC3)nnc1-c1ccccc1,-2.78
COc1ccccc1N1CCN(Cc2nc(N)nc(Nc3ccccc3)n2)CC1,1.55
Cc1[nH]n(-c2cccc(Cl)c2)c(=O)c1-c1ccccc1,-0.0642
CCOC(=O)C1CCN(C(=O)N(C)C)CC1,0.0573

These rows are one share of the data; the hit share may differ from the screen's.
